Source: PubChem
EBI2 block – EBI2 (human) antagonism | P32249 | EBI2 beta-arrestin recruitment, luminescence, 7a,25-OHC stimulated | inhibition, % at 5 µM | hit rate 0.81% among 360,000 | AID 651636; in the data active means inhibition above about 38%;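 further: enzyme fragment complementation signal reports receptor beta-arrestin coupling in cells; 0% = agonist plus DMSO wells and 100% = wells without agonist; some results beyond the cut were filed as inactive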
Target sequence (P32249 whole entry, looked up, the tested form may be a part): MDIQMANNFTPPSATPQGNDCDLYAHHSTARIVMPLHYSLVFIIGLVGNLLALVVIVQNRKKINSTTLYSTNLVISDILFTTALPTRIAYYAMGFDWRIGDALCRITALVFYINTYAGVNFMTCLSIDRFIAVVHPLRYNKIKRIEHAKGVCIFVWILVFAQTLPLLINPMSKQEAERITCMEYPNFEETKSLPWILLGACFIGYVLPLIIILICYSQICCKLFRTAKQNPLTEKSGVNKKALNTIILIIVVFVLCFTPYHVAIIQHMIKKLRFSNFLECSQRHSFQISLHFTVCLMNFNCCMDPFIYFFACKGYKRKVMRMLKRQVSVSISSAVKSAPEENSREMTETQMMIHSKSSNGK
UBC13 polyUb – human UBC13 polyubiquitination inhibition. P61088. hit rate 0.47% among 330,000. inhibition, % at 20 µM. UBC13 polyubiquitin chain formation, TR-FRET; in the data active means inhibition above about 45%, passing the limit was not always enough
Target sequence (P61088 whole entry, looked up): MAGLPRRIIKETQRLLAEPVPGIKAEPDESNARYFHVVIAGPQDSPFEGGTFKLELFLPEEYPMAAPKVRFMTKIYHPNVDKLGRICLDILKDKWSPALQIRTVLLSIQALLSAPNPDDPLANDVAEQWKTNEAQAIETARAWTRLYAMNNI
697 NFkB inh – lowers PMA/ionomycin-induced NF-kB signal in 697 B cells; 697 B-cell NF-kB luciferase reporter, 16 h; inhibition, % at 4 µM; hit rate 0.33% among 330,000; AID 435022; in the data active means inhibition above about 35%
Jurkat NFkB inh – inhibitors of the PMA/ionomycin-induced NF-kB reporter in Jurkat cells. PMA/ionomycin-induced NF-kB luciferase reporter, luminescence. inhibition, % at 4 µM. hit rate 0.53% among 330,000. AID 435003
CCR6 antag – blocks CCL20-driven beta-arrestin recruitment at human CCR6. P51684. CHO-K1 CCR6 PathHunter beta-arrestin, luminescence, CCL20-stimulated. inhibition, % at 20 µM. hit rate 0.49% among 340,000. AID 493098;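 active means compounds whose inhibition of the agonist-driven luminescence signal at 20 µM reaches about 50%, limit read from the data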;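 further: cells stimulated with CCL20 at 14 nM final; plate controls were DMSO with CCL20 for no effect and DMSO without agonist for full effect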
Gli-Sufu block – antagonists of Gli-Sufu signaling; Sufu-KO-LIGHT fibroblasts, Gli luciferase reporter luminescence; AID 588413; hit rate 0.74% among 340,000; inhibition, % at 5 µM;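 active means inhibition above about 55%, limit read from the data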;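 further: 0% = DMSO-treated cells and 100% = wells with medium but no cells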
SENP8 inh – blocks the human protease SENP8. Q96LD8. purified SENP8, Z-RLRGG-aminoluciferin cleavage, luminescence. inhibition, % at 10 µM. hit rate 1.2% among 330,000
Target sequence (Q96LD8 whole entry, looked up): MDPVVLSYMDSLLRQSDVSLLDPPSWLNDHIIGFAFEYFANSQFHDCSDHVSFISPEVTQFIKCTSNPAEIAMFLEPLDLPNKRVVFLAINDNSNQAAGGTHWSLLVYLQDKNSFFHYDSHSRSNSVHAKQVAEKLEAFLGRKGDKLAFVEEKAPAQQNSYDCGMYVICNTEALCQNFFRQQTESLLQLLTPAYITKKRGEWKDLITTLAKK
Apaf-1 inh – inhibitors of human Apaf-1 apoptosome | reconstituted apoptosome caspase-3 activity, DEVD-Rh110 fluorescence | inhibition, % at 20 µM | hit rate 0.71% among 330,000 | AID 489030; active means inhibition of at least 40% at 20 µM;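 further: plate controls were DMSO wells for no effect and DEVD-CHO caspase inhibitor wells for full effect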
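Assay system: Apoptosome proteins | Medium: pH 7.5 Hepes buffer with CHAPS, BSA, DTT | Also added: Cytochrome c and DEVD-Rh110 substrate | Times: 30 min plus 50 min, RT | Detection: Rhodamine 110 fluorescence at Ex 480/Em 540 nm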
An asterisk follows results filed as active. Unless noted, no stated cut-off is given here; in the data, active means inhibition above about 50%; inactive means the rest. A portion of the library, so the mix of outcomes need not match the whole.

SMILES	EBI2 block	UBC13 polyUb	697 NFkB inh	Jurkat NFkB inh	CCR6 antag	Gli-Sufu block	SENP8 inh	Apaf-1 inh
Nc1c(-c2ccc(Cl)cc2)cnc2ncnn12	-5.1	7.3	15.5	5.4	7.8	0.7	0.9	-1.1
O=C(NC(=S)Nc1ccc(S(=O)(=O)N2CCCC2)cc1)c1cccs1	18.2	8.3	-3.5	-7.8	30.0	-0.9	-12.3	0.8
CCCOc1c(Br)cc(C(=O)OCC(=O)NC2CC2)cc1OC	-10.0	1.9	25.5	10.2	12.2	-22.0	0.0	8.3
CCc1ccc(NC(=O)NC(C)c2ccc3c(c2)OCO3)cc1 (stereo unspecified)	-1.4	2.9	1.2	5.8	0.0	-17.7	-6.8	-5.6
CCN(CC)C(=O)N1CCc2ccccc2C1CN1C(=O)c2ccccc2C1=O (stereo unspecified)	-5.1	-3.8	25.2	10.4	9.4	1.7	2.2	-0.8
Brc1ccc(C2=Nc3cccc4cccc(c34)N2)o1	-13.8	-43.1	-11.7	11.9	7.6	21.6	3.5	-5.5
O=C(CCN1C(=O)c2ccccc2C1=O)OCN1C(=O)c2ccccc2C1=O	2.8	-8.1	12.4	1.2	-11.2	2.0	-1.0	0.2
CCOC(=O)c1sc2nc(C)nc(SC(C)C(=O)N(C)c3ccccc3)c2c1C (stereo unspecified)	18.3	-3.4	-15.7	16.7	16.4	-2.6	7.4	19.4
Cc1csc(=O)n1CC(=O)OCC(=O)Nc1cc(Cl)ccc1[N+](=O)[O-]	-21.9	-3.7	-11.2	6.5	-8.1	1.8	-10.4	1.5
Cc1ccc(OCC(=O)Nc2cc(C(=O)O)cc(C(=O)O)c2)cc1C	-13.3	8.9	23.3	-2.2	12.7	2.6	1.9	-2.5
Cc1ccc(-c2n[nH]c(=O)c3ccccc23)cc1S(=O)(=O)NCCN1CCOCC1	5.8	5.1	7.3	-6.3	-4.2	-20.4	0.5	-0.6
O=C(O)CSc1nnc(CNc2ccc(Cl)cc2)n1Cc1ccccc1	-3.3	7.2	10.9	1.4	3.8	-5.7	2.6	11.0
N#Cc1ccccc1NC(=O)COc1ccccc1C(=O)Nc1ccccc1	-12.7	-3.0	11.7	-14.2	12.2	-7.0	-9.0	13.8
COc1ccc(N(CC(=O)Nc2ccc(C(N)=O)cc2)S(=O)(=O)c2ccc(C)c([N+](=O)[O-])c2)cc1	7.2	10.2	15.1	2.0	14.8	11.7	-0.8	6.4
COc1ccccc1N1CCN(c2ccnc3cc(Cl)ccc23)CC1	12.7	-3.1	-41.3	67.7*	3.4	14.1	4.8	23.8
COc1ccc(S(=O)(=O)CCC(=O)Nc2cc(C)ccc2OC)cc1	7.5	-9.2	1.8	16.4	-3.6	3.4	-12.1	-3.6
Cc1ccc2c3c(c(SCC(=O)Nc4nonc4C)nc2c1)CCCC3	20.5	17.1	-2.4	12.5	10.4	2.5	-2.4	4.2
CCOc1ccccc1NC1=C(Cl)C(=O)N(Cc2ccccc2)C1=O	4.9	-12.1	-8.5	9.2	24.0	-2.3	-4.2	24.0
COC(=O)C1CCN(S(C)(=O)=O)CC1	-6.6	-3.6	3.9	11.1	4.1	21.7	-2.1	-1.6
CC12CCC(=O)N1C(C(=O)Nc1cc(C(F)(F)F)ccc1N1CCCCC1)CS2 (stereo unspecified)	7.9	4.3	-1.0	9.6	20.9	7.3	1.2	27.7
COC(=O)c1ccccc1NC(=O)CNC(=O)c1ccco1	6.7	-1.6	-1.9	-3.1	-5.4	0.8	-13.6	4.7
O=C(Nc1cc(C(F)(F)F)ccc1N1CCOCC1)c1ccc(Br)o1	19.3	20.4	-10.9	-14.1	3.0	19.6	-8.7	3.8
CC(C)n1nnnc1SCC(=O)N1CCN(Cc2ccc3c(c2)OCCO3)CC1	-6.9	-8.9	1.7	1.5	2.2	-4.7	-13.6	3.1
O=C(CN1C(=O)S/C(=C\c2ccccc2F)C1=O)NC1C=CS(=O)(=O)C1 (stereo unspecified)	-12.3	-8.2	-61.8	3.3	-8.4	6.8	-1.9	-0.2
O=C(NC1CCN(S(=O)(=O)c2ccccc2)CC1)c1ccc(F)cc1	-8.6	-4.2	5.1	3.4	12.8	-2.8	-2.3	2.1
Cc1c(NC(=O)CSc2ccccc2C(=O)Nc2cccnc2)c(=O)n(-c2ccccc2)n1C	-21.6	-0.1	11.8	-5.1	-6.4	13.9	-2.1	-7.3
CCOc1ccc(/C=C/C(=O)c2ccccc2)cc1	9.6	6.1	-49.4	-77.5	9.1	-34.9	70.1*	8.0
COc1ccccc1-n1c(-c2cccnc2)n[nH]c1=S	-5.6	5.7	4.3	3.8	20.9	5.4	-4.7	-10.2
CCOc1ccc(-c2cc(N)n(S(=O)(=O)c3ccc(OC)cc3)n2)cc1	-0.6	-2.3	2.6	-6.9	8.8	-2.5	-10.0	7.2
COc1cccc2c1OCC(C(=O)Nc1nccs1)=C2	-17.6	0.0	-45.7	-79.0	5.5	-68.2	-5.5	11.7
Cc1cc(C)cc(C(=O)OCC(=O)NC(=O)NC2CCCC2)c1	0.5	-14.1	6.7	-1.2	12.1	-2.4	-1.7	12.7
C=CCN(Cc1nc(-c2ccc(OC)cc2)no1)C(=O)c1ccc2c(c1)OCO2	8.2	7.9	9.5	3.2	-6.8	-21.5	5.5	7.8
Cc1ccc(NS(=O)(=O)c2c(C(=O)N3CCCCCC3)c(C)n(C)c2C)cc1C	-0.7	5.6	4.2	7.4	8.6	-10.3	4.0	-5.1
COc1ccc(NC(=O)/C(N=Nc2cc(S(=O)(=O)Nc3ccc(OC)cc3)ccc2OC)=C(\C)O)cc1	1.4	-29.5	3.7	7.9	-3.5	11.1	-10.5	7.8
Cc1cc(N(C)C)cc(C)[n+]1[O-]	0.6	-0.7	4.0	4.4	-18.9	-16.2	2.2	-12.4
CCC1=NN2C(=N)/C(=C/c3cc(C)n(Cc4ccccc4)c3C)C(=O)N=C2S1	-11.4	-25.5	-27.9	-3.5	11.1	-1.8	-6.3	5.8
COc1ccc(C(C)=O)cc1CC(=O)Nc1ccc2c(c1)CCC2	6.4	-0.9	-3.6	-1.4	0.5	-7.9	-8.0	17.8
CS(=O)(=O)N(CC(=O)NCc1ccccc1Cl)Cc1ccccc1	2.4	6.6	10.7	-3.9	7.4	2.0	-3.0	-9.9
COc1cc(NC(=O)C2CC(c3ccc(Cl)cc3)=NO2)cc(OC)c1OC (stereo unspecified)	14.5	-9.3	-14.4	3.0	9.5	17.0	-4.3	6.4
COc1ccc(CCNC(=O)C23CCC(C)(C(=O)O2)C3(C)C)cc1OC (stereo unspecified)	7.4	18.5	3.5	3.2	-3.9	7.2	-2.5	-13.2

In the list so far, these have a furan ring, fused or not.
SMILES	EBI2 block	UBC13 polyUb	697 NFkB inh	Jurkat NFkB inh	CCR6 antag	Gli-Sufu block	SENP8 inh	Apaf-1 inh
Brc1ccc(C2=Nc3cccc4cccc(c34)N2)o1	-13.8	-43.1	-11.7	11.9	7.6	21.6	3.5	-5.5
COC(=O)c1ccccc1NC(=O)CNC(=O)c1ccco1	6.7	-1.6	-1.9	-3.1	-5.4	0.8	-13.6	4.7
O=C(Nc1cc(C(F)(F)F)ccc1N1CCOCC1)c1ccc(Br)o1	19.3	20.4	-10.9	-14.1	3.0	19.6	-8.7	3.8

Further results:
SMILES	EBI2 block	UBC13 polyUb	697 NFkB inh	Jurkat NFkB inh	CCR6 antag	Gli-Sufu block	SENP8 inh	Apaf-1 inh
CC(=O)NC(CC(=O)N(C)C1CCCCC1)c1ccccc1 (stereo unspecified)	-3.2	2.9	-1.2	1.4	10.3	-20.0	16.9	-1.4
O=C(Nc1ccon1)c1cccc(C(F)(F)F)c1	-9.8	0.3	17.3	7.2	-13.5	-1.0	-0.4	-10.6
Cc1ncsc1C(=O)N1CCCC(CNS(=O)(=O)c2cccs2)C1 (stereo unspecified)	0.9	-14.3	-42.0	-7.9	7.8	-9.3	-7.1	-5.7
CN(C)S(=O)(=O)c1ccc2c(c1)nc(CCC(=O)Nc1ccc(N3CCOCC3)cc1)n2C	-2.0	-0.7	5.8	-0.9	7.8	-9.7	-1.2	-5.2
N#CC(c1cccc(Cl)c1)c1ncc(C(F)(F)F)cc1Cl (stereo unspecified)	7.3	-6.6	-3.3	1.0	17.8	7.2	-11.5	4.5
CC(C)CN(CCNC(=O)CN1C(=O)COc2ccc(S(=O)(=O)N3CCOCC3)cc21)CC(C)C	-6.7	3.1	3.5	5.0	1.2	8.8	-3.5	-1.6
CC(=O)c1cccc(NC(=O)c2ccc(NS(C)(=O)=O)cc2)c1	-0.4	2.9	4.1	-10.4	26.5	1.9	-2.3	0.1
Cc1ccc(S(=O)(=O)NCCC(=O)NC2CCCCCC2)cc1	-1.7	-5.4	-0.6	12.5	10.2	-7.9	-2.0	-3.4
O=C(COC(=O)CCC(=O)c1cccs1)NC1CCCCC1	-6.0	-5.8	20.2	-1.7	-1.2	-1.1	-14.4	0.8
Cc1cccc(NC(=O)c2csnn2)n1	2.5	2.6	-10.2	-5.0	1.0	13.5	-9.1	5.9
CCOC(=O)c1sc(NC(=O)CSc2n[nH]c(-c3ccccc3)n2)c(C#N)c1C	0.2	-24.6	-10.7	-15.3	-3.1	16.1	8.6	4.3
CCOC(=O)N1CCC(NC(=O)c2cc(COc3ccccc3SC)on2)CC1	8.5	11.8	-15.6	-2.7	16.1	7.2	-1.1	8.4
CCCCOC(=O)Nc1nnc(C(C)C)s1	-2.7	-4.6	-86.6	-32.4	13.2	-71.4	-8.8	0.4
Cc1ccc(NS(=O)(=O)c2ccc3c(c2)NC(=O)CCS3)c(Cl)c1	0.6	8.2	5.8	-8.5	-7.1	-3.0	-3.0	-0.8
COCCN(Cc1cc2cc(C)c(C)cc2nc1Cl)C(=O)N1CCOCC1	-2.0	-2.6	20.7	-4.7	0.0	-6.8	0.0	-0.8
O=C(NS(=O)(=O)N1CCOCC1)C1=C(N2CCCC2)COC1=O	-6.2	-15.3	-21.3	-3.4	-7.3	7.9	2.4	4.9
Cc1cccc(C(=O)N[C@H](C(=O)Nc2ccc3c(c2)OCO3)C(C)C)c1	-6.3	9.2	8.7	0.6	19.9	1.4	0.6	4.1
O=C(Cn1cncn1)N1CCN(c2ccc(F)cc2)CC1	-6.4	2.7	30.4	4.4	-2.4	18.6	2.3	-16.0
Cn1nnnc1SCC(=O)NC(=O)c1cccc([N+](=O)[O-])c1	-0.2	6.3	2.3	-2.8	6.1	-0.9	-4.7	-12.5
CCOc1ccccc1NC(=O)COc1ccc2ccc(=O)oc2c1	1.0	8.8	-11.6	2.2	28.4	0.8	3.3	-86.6
O=C(N/N=C/c1ccc(Sc2nc3ccccc3s2)c([N+](=O)[O-])c1)c1ccccn1	-35.3	-20.7	6.3	68.9*	19.6	-3.1	-1.8	1.5
COc1ccccc1NC(=O)Nc1ccc(N2CCOCC2)cc1	-17.6	8.1	-28.8	-36.1	9.2	-44.2	38.9	0.6
Cc1ccc(C(=O)NNC2=Nc3cccc4cccc2c34)cc1	-6.1	-25.3	11.1	-3.5	28.8	-3.7	2.7	7.4
Cn1cc([N+](=O)[O-])c(C(=O)Nc2ccn(Cc3c(F)c(F)cc(F)c3F)n2)n1	-12.3	17.9	20.2	26.0	-19.4	-20.9	-1.0	-17.0
CCCCN1C(=O)N(c2ccccc2Cl)C(C)(O)CC1(C)C (stereo unspecified)	20.5	-13.5	12.6	10.0	6.8	10.0	-14.6	1.1
COc1cccc(/C=C/C(=O)c2cccc([N+](=O)[O-])c2)c1OC	5.5	-3.8	24.6	0.0	16.1	-10.0	2.2	5.8
O=C(O)/C=C/c1ccc(S(=O)(=O)NCc2cccnc2)cc1	-6.0	14.2	19.1	14.0	4.4	2.2	-6.0	-20.6
CC(CCc1ccccc1)NC(=O)CCC(=O)N1CCC(C(=O)O)CC1 (stereo unspecified)	10.2	4.0	10.4	-5.1	-5.8	-1.8	2.8	-5.4
